VLA-4 agonist = allosterically activates the human VLA-4 integrin; P13612; Jurkat cells, LDV-FITC binding, flow cytometry; activation, % at 10 µM (by protocol); 24,000 tested, under 10 active;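 active = fluorescent ligand binding to cells raised by more than 40% of the manganese-induced maximum; inconclusive = compound's own fluorescence above 85% of the ligand control signal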;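 also: 0% = ligand binding without compound and 100% = manganese-stimulated maximal binding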
Prostate diff = activators of LNCaP prostate cell differentiation | flow cytometry side scatter, 4 d | side scatter shift, % at 10 µM | AID 795 | 0.56% of 24,000 active;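 active = side scatter shift above 30%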;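 also: androgen-responsive LNCaP prostate cancer cells in charcoal-stripped serum medium; percent of cells past a gate set so DMSO wells show 10% shift; higher shift means more granular cells and more differentiation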
Jurkat autofluor = compound fluoresces in Jurkat cells, VLA-4 screen interference; compound autofluorescence, flow cytometry; active compounds read high; 1 = vehicle-only cell background; 0.61% of 24,000 active; fluorescence ratio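 (tested at 10 µM compound in the well)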;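 active = fluorescence ratio above 2.44, which is 1 plus 3 SD of all ratios; inconclusive = signal too bright to measure linearly, ratio around 10 or more; inactive = fluorescence ratio below 2.44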;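 also: green fluorescence of cells measured with 488 nm excitation and 530 nm emission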
VLA-4 antagonist = blocks LDV-FITC ligand binding to Mn2+-activated human VLA-4 integrin; P13612; Jurkat cells, LDV-FITC binding with Mn2+, flow cytometry; 100% = Mn2+-driven binding gain fully reversed; inhibition, % at 10 µM (by protocol); 0.2% of 24,000 active; AID 529;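 active = inhibition above 50%; inconclusive = compound itself fluorescent, judged against control cell fluorescence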;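 also: 0% = Mn2+ stimulated cells lacking compound and 100% = ligand binding without Mn2+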
* hit, by the source's call; ? = inconclusive. A portion of the library (hit frequency here may not be typical).

molecule | VLA-4 agonist | Prostate diff | Jurkat autofluor | VLA-4 antagonist
CC1(C)CN=C(Nc2ccccc2C(F)(F)F)S1 | ? | 8 | 1.1 | ?
O=S1(=O)CC2(N3CCOCC3)CCCCCCC21 (stereo not given) | -3 | 4 | 1.1 | 1
CCNc1ccc(P(=S)(N(C)C)N(C)C)cc1 | 2 | 11 | 1.1 | 44
CCOC(=O)C(O)(c1ccc(N(CC)C(=O)OC)cc1)C(F)(F)F (stereo not given) | 6 | 13 | 1 | -36
C[C@H]1OC[C@@H](C[N+](C)(C)C)O1 | -2 | 2 | 0.96 | -10
CCOC(=O)C1=C(C)OC(N)=C(C(=O)OC)C12C(=O)Nc1ccc(Br)cc12 (stereo not given) | -5 | 7 | 1 | 10
O=C1C2CCCN2C(c2cccnc2)N1c1nccs1 (stereo not given) | -1 | 11 | 1 | 13
O=C(Cn1c2c(c(-c3ccccc3Cl)cc1=O)CCC2)N1CCC2(CC1)OCCO2 | -1 | 4 | 1.1 | -6
Cc1[nH]c2c(C(F)(F)F)cccc2c1CCN | 4 | 9 | 1.1 | -13
Cc1ccc(S(=O)(=O)N2CCC(C(=O)N3CCC4(CC3)OCCO4)CC2)cc1 | 3 | 7 | 1 | 5

For convenience, some entries already given.
molecule | VLA-4 agonist | Prostate diff | Jurkat autofluor | VLA-4 antagonist
O=C1C2CCCN2C(c2cccnc2)N1c1nccs1 (stereo not given) | -1 | 11 | 1 | 13
O=C(Cn1c2c(c(-c3ccccc3Cl)cc1=O)CCC2)N1CCC2(CC1)OCCO2 | -1 | 4 | 1.1 | -6
Cc1[nH]c2c(C(F)(F)F)cccc2c1CCN | 4 | 9 | 1.1 | -13
Cc1ccc(S(=O)(=O)N2CCC(C(=O)N3CCC4(CC3)OCCO4)CC2)cc1 | 3 | 7 | 1 | 5

Ordered by heavy-atom count (largest number first): part of the list above.
molecule | VLA-4 agonist | Prostate diff | Jurkat autofluor | VLA-4 antagonist
O=C(Cn1c2c(c(-c3ccccc3Cl)cc1=O)CCC2)N1CCC2(CC1)OCCO2 | -1 | 4 | 1.1 | -6
CCOC(=O)C1=C(C)OC(N)=C(C(=O)OC)C12C(=O)Nc1ccc(Br)cc12 (stereo not given) | -5 | 7 | 1 | 10
CC1(C)CN=C(Nc2ccccc2C(F)(F)F)S1 | ? | 8 | 1.1 | ?

Screening data as filed in PubChem BioAssay.
